Casp6 inh: caspase-6 (human) enzyme inhibition | P55212 | purified caspase-6, Z-VEID-R110 cleavage fluorescence | inhibition, % at 12.5 µM | 350,000 compounds, 0.53% hits;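 active = mean inhibition across replicates at least about 35%, with every replicate also reaching that limit, limit read from the data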;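 note: 0% = median of neutral control wells and 100% = no fluorescence left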
Target sequence (P55212 24-179 limits assumed): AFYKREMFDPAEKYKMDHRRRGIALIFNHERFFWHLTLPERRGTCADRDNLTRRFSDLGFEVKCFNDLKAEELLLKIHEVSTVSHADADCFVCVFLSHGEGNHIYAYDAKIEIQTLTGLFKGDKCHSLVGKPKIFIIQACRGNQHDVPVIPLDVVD
Target sequence (P55212 194-293 limits assumed): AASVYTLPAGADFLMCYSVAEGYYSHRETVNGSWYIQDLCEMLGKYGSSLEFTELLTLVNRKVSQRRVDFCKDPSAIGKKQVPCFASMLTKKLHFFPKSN
miR122 inh: miR-122 inhibition in Huh7 cells; Huh7 miR-122 Renilla luciferase sensor, 48 h; neutral wells = 0, positive control = 100; activation (reporter increase), % at 12.5 µM; AID 602342; 340,000 compounds, 0.3% hits;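 active = mean replicate activation score at least 90 and every replicate individually at or above 90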;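 note: higher luciferase means less miR-122 activity so hits act as miR-122 inhibitors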
FN deposit inh: fibronectin deposition inhibition. AH1F fibroblasts, Alexa488-fibronectin deposition fluorescence, overnight. inhibition, % at 12.6 µM. 350,000 compounds, 0.086% hits;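 active = mean inhibition across replicates of 30% or more, regardless of how many single replicates reach that level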;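 note: positive control wells lacked labelled fibronectin entirely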
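Schedule: 1 h cell adhesion before compound, then overnight fibronectin incubation; test system: AH1F fibroblast monolayer depositing Alexa488-labelled fibronectin into matrix; quantity: 10000 AH1F cells per well; probe or stimulus: fluorescent fibronectin at 24 nM final; signal: fluorescence, ex 485 nm, em 525 nm; evaluation: percent inhibition as loss of matrix-bound fibronectin fluorescence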
Cneo AK release: Cryptococcus neoformans lysis via adenylate kinase release | 360,000 compounds, 0.2% hits | AID 651654 | C. neoformans lysis, adenylate kinase release luminescence, 4 h; normalised: neutral wells 0, clomiphene wells 100 | lysis activity, % at 15 µM;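 active = mean lysis activity across replicates of at least 80%, whatever share of replicates individually reach that level; inactive = mean lysis activity below 80%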
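Material: C. neoformans cells; Schedule: 4 h static compound exposure, 37 °C, read 1 h post-reagent; Measured by: adenylate kinase release luminescence; Read-out: signal increase indicating cell lysis; Controls: Clomiphene as positive lysis control.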
EWS-Fli inh: blocks EWS/Fli oncoprotein-driven transcription; A673 NR0B1-luciferase reporter, viability-normalised; inhibition, % at 12.6 µM; 350,000 compounds, 0.67% hits; AID 651661;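 active = mean inhibition of at least 50% after viability correction, with every replicate also passing that limit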;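 note: firefly luciferase signal divided by Alamar Blue viability fluorescence both relative to DMSO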
PGC1a acetyl inh: PGC1a acetylation modulation, inhibitor mode; U2OS PGC1a acetylation, AlphaScreen anti-acetyl-lysine; with virally co-expressed GCN5 acetyltransferase; inhibition, % at 15.6 µM; 350,000 compounds, 0.17% hits; AID 651687;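 active = every replicate shows inhibition of at least 40%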;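 note: 0% = neutral control wells and 100% = positive control wells; some results beyond the cut were filed as inactive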
PAX8 reporter: inhibitors of PAX8 transcriptional activity in RMG-I cells. 360,000 compounds, 1.2% hits. inhibition, % at 12.6 µM. RMG-I TPO-luciferase reporter, SteadyGlo, 24 h;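 active = mean replicate inhibition at least 60% with every replicate also reaching 60%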;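 note: luciferase light reporting Pax8 driven TPO promoter activity; plate controls were median of neutral control wells for no effect and mitoxantrone controls for full effect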
LGR2 inh: blocks bursicon-induced cAMP signaling via Drosophila LGR2. HEK293 LGR2, CRE-luciferase, bursicon-stimulated, 4 h. inhibition, % at 9.99 µM. 380,000 compounds, 0.35% hits. AID 720647;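 active = drop in luminescence signal, shown as inhibition above about 50% in the replicate tests, limit read from the data, passing the limit was not always enough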;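 note: agonist challenge used bursicon conditioned medium at about half maximal strength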
* marks the source's active call; other numbers are inactive results; . = no result given; & = joins results of further samples; [ ] = remark or other dose.

SMILES | Casp6 inh | miR122 inh | FN deposit inh | Cneo AK release | EWS-Fli inh | PGC1a acetyl inh | PAX8 reporter | LGR2 inh
CC(C)NC(=O)N(C)C[C@H]1Oc2cc(-c3cncnc3)ccc2S(=O)(=O)N([C@@H](C)CO)C[C@@H]1C | -3 | -5[16.7 µM] | -6 | -1 | -7 | 7 | . | -11
CC(C)CC(CC(C)C)=NNC(=O)c1ccc2c(c1)OCO2 | -3 | -1 | . | -2 | -5 | 7 | -15 | -30
N#Cc1c(/N=C/C=C/c2ccccc2)sc2c1CCCC2 | 4 | -1 | . | 1 | 6 | 20 | . | -30
O=C(Cn1cnc(S(=O)(=O)N2CCCC2)c1)Nc1ccc(OC(F)(F)F)cc1 | 1 | 0 | -5 | -6 | . | -2 | 9 | 7
Cc1cccc(CN2C(=O)c3ccccc3Sc3ccc(C(=O)NCCN4CCOCC4)cc32)c1 | 0 | -5 | 7 | . | 8 | -8 | 10 | 14
CN1C[C@@H]2C[C@@H](c3cccn3-c3nccs3)N3CCC[C@@]23C1=O | 3 | . | 1 | . | -9 | . | 15 | 29
COc1ccc(/C=C(\C#N)C(=O)NC(C)c2ccccc2)cc1O (configuration not stated) | 3 | -4 | -11 | 1 | 7 | 1 | 6 | 3
CC1(C)CC(=O)C(C=Nc2ccc(NC3=C(C#N)C(=O)CC(C)(C)C3)cc2)=C(O)C1 | 0 | -6 | 1 | 1 | 17 | -7 | 4 | -12
c1nc(N2CCC3(CC2)OCCO3)c2[nH]cnc2n1 | 1 | -6 | 5 | -3 | -6 | -3 | 12 | 11
CC(C)CC#Cc1ccc([C@H]2[C@H]3CN(C(=O)Cc4cccnc4)CC(=O)N3[C@H]2CO)cc1 | 0 | . | . | . | 0 | 11 | 7 | -12
O=C(O)CC1(CC(=O)NCc2ccc(C(F)(F)F)cc2)CCCCC1 | -4 | . | 8 | -1 | 8 | 0 | -37 | .
Cc1nn(C)c(Cl)c1CN1CCC(CO)(CC2CCCCO2)CC1 (configuration not stated) | -2 | -2 | -2 | -3 | 4 | -7 | 2 | -20
Cc1cc(C)c(S(=O)(=O)N2CCN(S(=O)(=O)N3CCOCC3)CC2)c(C)c1 | 3 | . | 0 | -2 | -1 | . | 3 | -19
Cc1nc(SCc2cccc(F)c2)c2oc3ccccc3c2n1 | -1 | 5 | 0 | . | 7 | 3 | -16 | 0
CCCn1nc(C(=O)NCc2ccc3c(c2)OCO3)c2ccccc2c1=O | 0 | 10 | -3 | -1 | 6 | . | -17 | 23

Structures shown so far with four or more nitrogen atoms:
SMILES | Casp6 inh | miR122 inh | FN deposit inh | Cneo AK release | EWS-Fli inh | PGC1a acetyl inh | PAX8 reporter | LGR2 inh
CC(C)NC(=O)N(C)C[C@H]1Oc2cc(-c3cncnc3)ccc2S(=O)(=O)N([C@@H](C)CO)C[C@@H]1C | -3 | -5[16.7 µM] | -6 | -1 | -7 | 7 | . | -11
O=C(Cn1cnc(S(=O)(=O)N2CCCC2)c1)Nc1ccc(OC(F)(F)F)cc1 | 1 | 0 | -5 | -6 | . | -2 | 9 | 7
CN1C[C@@H]2C[C@@H](c3cccn3-c3nccs3)N3CCC[C@@]23C1=O | 3 | . | 1 | . | -9 | . | 15 | 29
c1nc(N2CCC3(CC2)OCCO3)c2[nH]cnc2n1 | 1 | -6 | 5 | -3 | -6 | -3 | 12 | 11

Next section
SMILES | Casp6 inh | miR122 inh | FN deposit inh | Cneo AK release | EWS-Fli inh | PGC1a acetyl inh | PAX8 reporter | LGR2 inh
O=C(Nc1cnccn1)Nc1ccccc1F | -2 | -3 | 8 | -1 | -18 | 0 | -3 | -4
CO[C@@H]1CC[C@H]2CCN(C)C(=O)[C@H](C)[C@H](OC)CN(C)C(=O)c3cc(C#N)ccc3OC[C@@H]1O2 | -157 | . | -6 | 1 | -3 | -3 | -13 | -5
CC(CC(=O)Nc1cc(S(=O)(=O)N2CCOCC2)ccc1OCC(F)(F)F)c1ccccc1 (configuration not stated) | 5 | -17 | -7 | -2 | 0 | 1 | 3 | -7
CN(C)N1C(N)=C(C#N)C(c2ccc3c(c2)OCO3)C2=C1CCCC2=O (configuration not stated) | 0 | 1 | . | -1 | 19 | 2 | -1 | -3
O=C(Cc1ccccc1)NNC(=O)c1ccccc1C(=O)O | -1 | -5 | -3 | 0 | 1 | -4 | -2 | 8
CCc1ncc(C(O)c2cccc(OC)c2OC)n1C (configuration not stated) | -2 | -3 | . | -1 | -2 | -8 | . | 3
COc1ccc(NC(=O)c2c(F)cccc2F)cc1S(=O)(=O)Nc1ccc(Br)cc1 | 4 | 10 | 26 | -3 | 3 | -9 | 29 | -2
COc1ccc(C(=O)Nc2nc(N)n(-c3ccccc3)n2)cc1OC | . | 7 | -6 | 2 | . | -12 | -4 | .
COC(=O)C1(CCSC)NC(c2ccc(O)cc2)C2C(=O)N(c3ccc(F)cc3)C(=O)C21 (configuration not stated) | -2 | -4 | 1 | -1 | 2 | 8 | 19 | 4
NC(=O)c1ccc(-c2noc(-c3cccc(Cl)c3)n2)cc1 | 0 | -5 | 2 | 6 | -93 | . | -151 | -21
CC(C)(C)Nc1nc(SCC(=O)Nc2ccccc2)nc(N2CCOCC2)n1 | 4 | -1 | 1 | . | -4 | -29 | 17 | 17
C[C@@H]1CN([C@@H](C)CO)C(=O)CCCn2cc(nn2)CO[C@H]1CN(C)C(=O)c1ccc(N2CCN(C)CC2)cc1 | 3&-1 | 2&-3[16.7 µM] | 0&1 | 48 | -2&0&0 | 6&-7 | -16&-12&0 | 3&-8
COCCN1CC(C(=O)NCc2ccccc2-n2ccnc2C)CCC1=O (configuration not stated) | -2 | 0 | 5 | 1 | . | 2 | 4 | -9
Cc1cccc(S(=O)(=O)N(C)C[C@H]2OCc3cn(nn3)CCCC(=O)N([C@@H](C)CO)C[C@@H]2C)c1 | 1&-1&-4 | 2 | -2&-10 | 18&48&12 | -4&8&-9 | 4&-7 | 5&-8 | 13&-9
O=C(C[C@@H]1CC[C@H]2[C@@H](COC[C@H](O)CN2C(=O)c2cnccn2)O1)NCc1ccccc1 | -2 | -1[16.7 µM] | -12 | -1 | -8 | 2 | -14 | 4
CN1CCN(C(=O)C2=C[C@H](C(C)(C)C)C[C@H](OCc3ccc(CO)cc3)O2)CC1 | -1 | . | . | 4 | 1 | -1 | -25 | .
Cn1c(=S)n(CCC(=O)O)c2ccccc21 | -1 | 3 | 1 | -1 | 11 | 17 | -2 | 10
CCn1c(NCc2ccc3c(c2)OCO3)nc2ccccc21 | . | 1 | -1 | 1 | . | . | -67 | .
CCOC(=O)N1CCN(C(=O)c2ccc(Oc3ccc([N+](=O)[O-])cc3)cc2)CC1 | 0 | . | . | . | 2 | -2 | -3 | -7
CC(OC(=O)C1CC(=O)N(Cc2ccccc2)C1)C(=O)Nc1ccccc1[N+](=O)[O-] (configuration not stated) | 4 | -1 | 1 | 0 | 1 | 9 | -1 | 2
CCc1cc(-c2n[nH]c(=S)n2Cc2ccccc2)cs1 | . | 0 | -8 | -1 | . | 1 | . | -2
CCC(=O)Nc1ccc2c(c1)OC[C@@H](C)N(Cc1cncnc1)C[C@@H](C)[C@H](OC)CN(C)C2=O | -1 | -3[16.7 µM] | -5 | 1 | 5 | 5 | . | 0
CCOC(=O)c1ccc(NC(=O)CN2C(=O)NC3(CCC(C)CC3)C2=O)cc1 (configuration not stated) | 3 | 2 | 0 | 0 | 1 | -8 | 6 | -21
C[C@@H]1CN([C@@H](C)CO)C(=O)c2cc(-c3ccncc3)cnc2O[C@H]1CN(C)C(=O)C1CCCCC1 | -3 | -2[16.7 µM] | 4 | -1 | -5 | -16 | . | 10
Cc1ccc(S(=O)(=O)N[C@H]2CC[C@H](CC(=O)NCCc3ccncc3)O[C@@H]2CO)cc1 | 0 | . | . | -3 | 0 | 1 | 0 | 13
O=C(CNC1C(=O)Nc2ccccc21)Sc1ccccc1 (configuration not stated) | . | -4 | -11 | -5 | . | -5 | 4 | .
COC(=O)c1ccc(OC(=O)CN2C(=O)c3ccccc3C2=O)cc1 | -1 | 0 | 7 | 1 | 9 | 13 | 36 | .
CCC(C)NC(=O)c1cc(-c2ccc(OC)cc2)on1 (configuration not stated) | . | -6 | -14 | -10 | . | 13 | . | .
CSCCC(NC(=O)OCc1ccccc1)NC(=O)OCc1ccccc1 | 5 | -3 | -6 | 2 | -9 | -8 | -16 | 10
CCN1CCN(C(=O)c2ccc3c(=O)n(Cc4ccccc4OC)c(=S)[nH]c3c2)CC1 | . | 5 | 3 | -1 | . | -46 | . | 3
CCC(=O)N(C)C[C@H]1Oc2cc(C#CC3CCCCC3)ccc2S(=O)(=O)N([C@@H](C)CO)C[C@H]1C | 3 | -37[16.7 µM] | -7 | 48 | 6 | 0 | 32 | 13
CCC(=O)N1Cc2cc(C(=O)Nc3nccs3)nc(-c3cccc(-c4ccccc4OC)c3)c2[C@H]1CCO | -5&1 | . | -19&14 | -1 | 19&15 | . | 54&33 | -21&-21
O=C(C[C@H]1C[C@@H]2c3cc(NC(=O)Nc4ccccc4F)ccc3O[C@@H]2[C@@H](CO)O1)NC1CCCCC1 | -3 | -2[16.7 µM] | . | 7 | 6 | -4 | 9 | 1
CCCCC(=O)Nc1cc2nn(-c3ccc(OC)cc3)nc2cc1C | -1 | 0 | . | -2 | -60 | -9 | . | 10
CCc1nc2ccc(C(=O)N3CCN(C)CC3)cn2c1N(C)CCC(C)C | -8 | 0 | . | 1 | 0 | 12 | -10 | -10
CC1CC1c1ccc(/C=C(\C#N)C(=O)Nc2ccccc2Cl)o1 (configuration not stated) | -3 | . | -4 | . | -36 | . | -40 | -26
COC(=O)[C@H](Cc1ccccc1)NC(=O)NCc1ccc(C)cc1 | 2 | -6 | 0 | -4 | -4 | -4 | 4 | -5
O=C(NNC(=S)NC(=O)c1cccnc1)c1ccccc1 | . | 7 | 0 | -6 | . | 5 | -21 | .
CCOc1ccc(CNc2ccc(N3CCN(Cc4ccccc4)CC3)cc2)cc1 | -4 | -2 | -1 | 1 | 11 | . | 11 | 4
Cc1cccc(CCNC(=O)c2cc(S(=O)(=O)N3CCOCC3)cn2C)c1 | -3 | -3 | 10 | 0 | 9 | -3 | 6 | -14
CC(C)CC#Cc1ccc2c(c1)O[C@@H](CN(C)C(=O)c1cccnc1)[C@@H](C)CN([C@H](C)CO)S2(=O)=O | 2 | 8[16.7 µM] | . | -1 | 7 | -8 | . | -6
Cc1ccc(S(=O)(=O)N2CCN(c3nc(C(C)C)c4c(c3C#N)CC(C)(C)OC4)CC2)cc1 | . | -2 | 10 | 0 | . | -2 | . | -19
COc1ccc(C)cc1S(=O)(=O)N1c2ccccc2CC1C (configuration not stated) | . | 11 | 2 | -3 | . | -16 | . | 4
CC1(C)Cc2noc(N)c2C(C)(C)N1OC(=O)c1ccccc1 | . | 3 | -8 | -3 | . | -17 | 7 | .
O=C(CCC(=O)N1CCOc2ccccc21)NC1CCCCCC1 | -1 | -3 | 7 | 0 | -3 | -13 | -14 | 15
CCC(=O)N1c2ccccc2C(N(C(C)=O)c2ccccc2)CC1C (configuration not stated) | . | 1 | -9 | 0 | . | -41 | 3 | .
CSCC[C@H](N)C(=O)NCC1CCC(C(=O)Nc2ccc3c(c2)OCO3)CC1 (some centres not stated) | 2 | -2 | . | -1 | -8 | -14 | . | 7
CCN(C(=O)COC(=O)CSc1ccc(C)cc1C)c1c(N)n(Cc2ccccc2)c(=O)[nH]c1=O | -1 | 2 | -2 | 0 | 3 | -1 | 0 | 4

High-throughput results (PubChem)
